# GSK3B inh: human GSK3beta kinase inhibitors, primary screen, biochemical, cell-free homogeneous, HTS | Glycogen synthase kinase-3 beta (Homo sapiens), P49841 | GST-GSK3beta kinase, ADP-Glo luminescence, 60 min; stronger effect = lower value | activity score (negative = inhibition), % at 10 µM | 300,000 tested, 0.038% active;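 active means more than half of replicate wells score below -50%, meaning over 50% inhibition versus plate controls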;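 further: 0% = median DMSO wells and -100% = median GW8510 positive control wells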
#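 Test system – GST-tagged human GSK3beta kinase, cell-free · Incubation – 60 min enzyme reaction, room temperature · Signal – ADP-Glo luminescence · Also added – peptide substrate and ATP at 25 µM · Controls – DMSO neutral wells and GW8510 at 20 µM as positive · Buffer or medium – Tris/MgCl2 kinase buffer · Measure – Luminescence-derived activity versus plate DMSO and GW8510 wells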
# RGS4 pot: RGS4 potentiators or activators, primary screen, cell-based, HEK293 M3R inducible RGS4, calcium flux. B-score at 10 µM. carbachol calcium flux Fluo4; stronger effect = lower value. 310,000 tested, 0.92% active. AID 463111, 2010;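 active means B-score of the integrated calcium signal more than 4 SD below the library mean, with starting fluorescence not abnormally high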;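 further: negative B-score means reduced calcium response which marks RGS4 activation or potentiation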
#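 System – HEK293 FlpIn-TREx cells, stable M3R, doxycycline-inducible RGS4 · Reagent – ECmax carbachol challenge · Times – compound preincubation 20 min at room temperature before agonist · Technique – Fluo4 fluorescence kinetic imaging of calcium · Measure – B score of integrated Fluo4 ratio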
# KCNQ1 inh: inhibitors of human KCNQ1 channel, primary screen, cell-based, thallium flux, high-throughput; B-score at 10 µM; CHO-K1 KCNQ1, FluxOR thallium flux fluorescence; stronger effect = higher value; Potassium voltage-gated channel subfamily KQT member 1 (Homo sapiens), P51787; 310,000 tested, 1.3% active;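 active means compounds whose thallium flux B-score, printed positive for inhibition, exceeds three library SD while starting fluorescence stays within three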;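 further: channel opened by potassium depolarization with thallium stimulus after 20 min compound exposure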
# KCNK9 inh: KCNK9 potassium channel inhibitors, primary screen, HEK293 cells, thallium flux; Potassium channel subfamily K member 9 (Homo sapiens), Q9NPC2; FluxOR thallium flux fluorescence; stronger effect = lower value; B-score at 10 µM; 310,000 tested, 1.2% active; AID 488922, 2010;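 active means ratio B-score over 3 SD below the library mean, with starting fluorescence within 5 SD of its mean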;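 further: negative B-score means less thallium flux so channel inhibition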
# Target sequence (Q9NPC2 whole entry, looked up): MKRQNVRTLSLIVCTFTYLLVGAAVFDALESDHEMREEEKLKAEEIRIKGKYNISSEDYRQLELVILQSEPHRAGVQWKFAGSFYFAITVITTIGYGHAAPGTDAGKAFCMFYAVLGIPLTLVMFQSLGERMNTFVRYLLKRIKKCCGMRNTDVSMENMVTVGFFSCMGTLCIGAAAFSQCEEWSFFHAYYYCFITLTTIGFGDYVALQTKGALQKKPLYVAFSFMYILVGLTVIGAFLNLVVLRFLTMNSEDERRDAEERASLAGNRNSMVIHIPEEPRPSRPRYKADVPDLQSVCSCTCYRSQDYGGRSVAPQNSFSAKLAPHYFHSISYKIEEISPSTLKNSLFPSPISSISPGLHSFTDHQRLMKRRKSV
# KCNQ1 pot: potentiators or activators of KCNQ1 channel, primary screen, cell-based, thallium flux, high-throughput. 310,000 tested, 0.35% active. B-score at 10 µM. AID 2648, 2010. CHO-K1 KCNQ1, thallium flux FluxOR fluorescence; stronger effect = higher value. Potassium voltage-gated channel subfamily KQT member 1 (Homo sapiens), P51787;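 active means fluorescence ratio B-score, a plate-corrected score, at least three library SD, with initial intensity B-score within 5 SD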
#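 Medium – assay buffer, equal DMSO in all wells · Material – CHO-K1 cell line with stable KCNQ1 potassium channel expression · Signal – kinetic FluxOR thallium fluorescence, 10-s 1-Hz baseline, 110-s post-stimulus read · Compound – single concentration per compound, DMSO matched to controls · Schedule – 37 °C overnight plating, 90-min dark dye load, 20-min compound pretreatment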
# DYRK1A inh: rat Dyrk1A kinase inhibitors, primary screen, biochemical, single point, plate reader; AID 504441, 2011; inhibition, % at 12.5 µM; Dual specificity tyrosine-phosphorylation-regulated kinase 1A (Rattus norvegicus), Q63470; 310,000 tested, 0.43% active; ADP-Glo luminescence, NFATc1 peptide; in the data active means inhibition above about 50%;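 further: plate controls were vehicle with enzyme for no effect and no enzyme for full effect; many of its hits are not listed in these tables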
# PolyA inhibitor: polyadenylation inhibitors in yeast reporter cells, primary screen, luminescence, S. cerevisiae | S. cerevisiae SKY197-pL101 polyadenylation reporter, beta-gal luminescence; efflux-impaired pdr1/pdr3 knockout yeast; score 100 = 6 SD above DMSO | calls only at 12 µM | 300,000 tested, 0.02% active;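 active means lowest replicate activity score at least 50, where 100 means six control SD above control mean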;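 further: yeast exposed to compound for 9 h at 30 °C; higher score means more reporter readthrough which indicates perturbed polyadenylation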
# GSK3A inh: blockers of GSK3A enzyme activity – biochemical, luminescence, cell-free homogeneous, HTS, primary screen. GSK-3 alpha kinase, ADP-Glo luminescence, 60 min. 320,000 tested, 0.1% active. inhibition, % at 10 µM. Glycogen synthase kinase-3 alpha (Homo sapiens), P49840. AID 2650, 2010;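 in the data active means inhibition above about 50%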;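 further: GST-tagged GSK-3 alpha with peptide substrate and 25 µM ATP; 0% = DMSO neutral wells and 100% = GW8510 positive control wells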
# Target sequence (P49840 whole entry, looked up): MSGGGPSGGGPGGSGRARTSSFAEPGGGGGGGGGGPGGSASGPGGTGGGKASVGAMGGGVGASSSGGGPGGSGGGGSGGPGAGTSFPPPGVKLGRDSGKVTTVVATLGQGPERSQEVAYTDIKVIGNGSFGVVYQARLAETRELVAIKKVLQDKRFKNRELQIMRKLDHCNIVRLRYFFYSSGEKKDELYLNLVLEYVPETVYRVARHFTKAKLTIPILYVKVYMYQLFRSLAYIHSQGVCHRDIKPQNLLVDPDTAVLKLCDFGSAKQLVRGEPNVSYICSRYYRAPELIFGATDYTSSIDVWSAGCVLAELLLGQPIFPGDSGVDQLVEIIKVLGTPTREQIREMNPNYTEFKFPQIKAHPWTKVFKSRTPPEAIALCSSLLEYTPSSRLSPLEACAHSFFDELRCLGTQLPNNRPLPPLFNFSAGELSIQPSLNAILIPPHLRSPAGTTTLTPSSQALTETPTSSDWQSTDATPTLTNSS
# RGS4 inh: RGS4 inhibitors, primary screen, cell-based, HEK293 M3R inducible RGS4, calcium flux | Regulator of G-protein signaling 4 (Homo sapiens), P49798 | Fluo-4 calcium flux; stronger effect = higher value; triggered by carbachol at its EC20 | B-score at 10 µM | 310,000 tested, 0.45% active | AID 463165, 2010;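 active means B-score, a plate-corrected calcium signal, over three deviations above library mean, with baseline fluorescence within five deviations of library mean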;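 further: RGS4 expression induced by doxycycline in cells with stable M3 receptor; B-score is computed from the integrated fluorescence ratio over baseline after carbachol; higher B-score means a larger calcium signal and so more RGS4 inhibition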
# Target sequence (P49798 whole entry, looked up): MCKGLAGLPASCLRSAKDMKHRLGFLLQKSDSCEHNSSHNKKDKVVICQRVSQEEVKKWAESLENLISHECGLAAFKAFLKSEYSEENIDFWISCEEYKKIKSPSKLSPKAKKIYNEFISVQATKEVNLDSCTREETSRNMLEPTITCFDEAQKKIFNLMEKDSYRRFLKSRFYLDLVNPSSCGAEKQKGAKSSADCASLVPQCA
# hERG rescue: hERG rescue from dofetilide block, primary screen, cell-based, CHO-hERG, FluxOR thallium flux, dofetilide IC70. activation (rescue from dofetilide block), less the hit threshold, % at 10 µM. dofetilide IC70 present. Voltage-gated inwardly rectifying potassium channel KCNH2 (Homo sapiens), Q12809. 310,000 tested, 0.51% active. AID 1511, 2009;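 active means activation above the mean of controls blocked by dofetilide plus 5 SD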;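 further: thallium influx through hERG after potassium depolarization seen as dye fluorescence rise; in these data hits start at about 4.7%; inactives centre near -7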
# KCNK3 block: human KCNK3 channel inhibitors, primary screen, CHO cells, FluxOR thallium flux, B-score; 340,000 tested, 0.84% active; B-score at 10 µM; AID 602410, 2012; Potassium channel subfamily K member 3 (Homo sapiens), O14649; FluxOR fluorescence; stronger effect = lower value;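 active means B-score under library mean minus 4 SD, starting fluorescence ratio at most library mean plus 5 SD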;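 further: more negative B-score means stronger inhibition of thallium flux through KCNK3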
# The depositor's hits bear a star; i = inactive; x = no result given. An excerpt, so the mix of outcomes need not match the whole.
SMILES,GSK3B inh,RGS4 pot,KCNQ1 inh,KCNK9 inh,KCNQ1 pot,DYRK1A inh,PolyA inhibitor,GSK3A inh,RGS4 inh,hERG rescue,KCNK3 block
CN1CCC(=NNC(=O)C(=O)NC2CCCC2)CC1,0,i,i,i,i,9,i,0,i,-5,i
CCC(CC)c1ncc[nH]1,2,i,i,i,i,-7,i,0,i,2,i
CCN1CCc2c(sc(NC(=O)C3COc4ccccc4O3)c2C(N)=O)C1 (configuration not stated),-1,i,i,i,i,-1,i,-3,i,-6,i
COc1ccc(N2CCN(C(=O)Cn3nnc(-c4cccs4)n3)CC2)cc1,0,i,i,i,i,5,i,0,i,3,i
Cc1nnc(SCC(=O)N(C)C2CCCCC2)s1,2,i,i,i,i,6,i,-1,i,0,i
O=C(NCc1ccc(N2CCCC2=O)cc1)c1cn(CCc2ccccc2)nn1,-1,i,i,i,i,16,i,-1,i,-5,i
COc1ccc(/C(C)=N/N=C2/NC(=O)CC(C(=O)O)S2)cc1 (configuration not stated),1,i,i,i,i,-3,i,-39,i,-7,i
CN(CCCNC(=O)CN1C(=O)CC(C)(C)S(=O)(=O)c2ccccc21)C1CCCCC1,2,i,i,i,i,2,i,-1,i,-10,i
O=c1[nH]c(CSc2nnc(Cc3ccccc3)o2)nc2ccccc12,2,i,i,i,i,-3,i,4,i,-11,i
O=C(OCC(=O)N1CCCCC1)c1ccccc1SCC(=O)N1CCCCC1,-1,i,i,i,i,1,i,-2,i,-10,i
C=CCn1c(SC)nnc1-c1cccc([N+](=O)[O-])c1,-1,i,i,i,i,-5,i,-1,i,-7,i
COc1ccc(C2/C(=C(\O)c3cc(C)ccc3C)C(=O)C(=O)N2CCN(C)C)cc1OC (configuration not stated),1,i,i,i,i,-6,i,1,i,-8,i
COc1cccc(-c2nnc(NC(=O)c3ccccc3Br)o2)c1,1,i,i,i,i,4,i,4,i,-7,i
OCCNc1nc(Nc2ccccc2)nc2ccccc12,-2,i,i,i,i,45,i,1,i,-11,i
c1ccc(-c2nnnn2CCOCCn2nnnc2-c2ccccc2)cc1,3,i,i,i,i,3,i,-2,i,3,i
C#CCOCCOCCOCCNc1nc(N2CCN(C(=O)[C@H](Cc3ccc(O)cc3)n3cc([C@@H](N)C(C)CC)nn3)CC2)nc(N2CCN(C(=O)[C@H](CCCCN)n3cc([C@@H](N)CC(C)C)nn3)CC2)n1 (some centres not stated),3,i,i,i,i,x,i,7,i,-6,x
Nc1nc(SCC(=O)NCCOCCO)nc2sc3c(c12)CCCC3,-3,i,i,i,i,-4,i,17,i,-3,i
COc1cccc(CN2CCN(Cc3cc(OC)c(OC)cc3[N+](=O)[O-])CC2)c1,2,i,i,i,i,-4,i,-3,i,-5,i
CCOC(=O)CSc1ccc(S(=O)(=O)N2CCCC2)cc1[N+](=O)[O-],2,i,i,i,i,-7,i,1,i,-11,i
O=C(Nc1ccnn1C1CCN(CCCC2CCCC2)CC1)c1ccccc1Cl,4,i,i,i,i,-5,i,1,i,-12,i
Cc1[nH]c2ccccc2c1C(=O)CSc1n[nH]c(N)n1,4,i,i,i,i,x,x,-4,i,-14,i
CC1CCC(C(C)C)C(OCC(O)C[N+]2(C)CCCCC2)C1 (configuration not stated),4,i,i,i,i,-4,i,-1,i,-15,i
CC(C)(C)n1nnnc1C(c1ccc(F)cc1)N(Cc1ccc(F)cc1)Cc1ccco1 (configuration not stated),1,i,7*,-15*,i,-7,i,1,i,-15,i
CCC(=O)N1CCN(c2ccc(NC(=S)NC(=O)COc3ccccc3)cc2)CC1,2,i,i,i,i,-4,i,-1,i,-17,i
COc1ccc(C(=O)N/C(=C\c2cn(S(=O)(=O)N(C)C)c3ccccc23)C(=O)NCCCN2CCOCC2)cc1,-2,i,i,i,i,x,i,0,i,-5,i
COCCN(CC(=O)Nc1ccccc1)S(=O)(=O)c1ccc(S(=O)(=O)N2CCCC2)cc1,2,i,i,i,i,1,i,-1,i,-2,i
O=C(O)CCc1c(C(=O)O)[nH]c2ccccc12,1,i,i,i,i,8,i,0,i,-3,i
CCOC(=O)c1c(NC(=O)CCN2C(=O)c3cccc([N+](=O)[O-])c3C2=O)sc(C(=O)OC(C)C)c1C,5,i,i,i,i,-7,i,-23,i,-8,i
CCOC(=O)C1=C(C)NC(=O)NC1c1ccc(OCCO)c(OC)c1 (configuration not stated),-2,i,i,i,i,-8,i,-2,i,-3,i
COCC(C)N=C1NN=C(c2c[nH]c3ccccc23)CS1 (configuration not stated),-7,i,i,i,i,-51,i,x,i,-12,i
Cc1nc(N2CCc3ccccc3C2)[nH]c(=O)c1CCC(C)C,2,i,i,i,i,4,i,-5,i,-7,i
CCN(CC)c1ccc2cc(S(=O)(=O)c3ccc(C)cc3)c(=O)oc2c1,2,i,i,i,i,-1,i,2,i,-10,i
COC(=O)c1ccc(NC(=O)NS(=O)(=O)c2ccc(C)cc2)cc1,-4,i,i,i,i,1,i,-3,i,-14,i
CCN(CC)c1ccc(S(=O)(=O)Nc2cc(Cl)ccc2Cl)cc1NC(=S)NC(=O)C1CCCC1,4,i,i,i,i,-1,i,-5,i,-1,i
CC(C)c1ccc(COc2ccc(C(=O)N3CCOCC3)cc2)cc1,2,i,i,i,i,-1,i,-3,i,-16,i
O=c1c2ccccc2c(/C=N/c2nnc(Cc3ccccc3)s2)c(O)n1-c1ccc(Cl)cn1,2,i,i,i,i,-5,i,-1,i,-6,i
CC(=O)c1ccc(NC(=O)C2C3C=CC(O3)C2C(=O)O)cc1 (configuration not stated),0,i,i,i,i,-5,i,-2,i,-3,i
CN(C)S(=O)(=O)N1CCC(CO)(CCc2ccccc2)CC1,-2,i,i,i,i,-8,i,0,i,-7,i
O=C(O)CCCCC1CCSS1 (configuration not stated),-2,i,i,i,i,8,i,-3,i,-11,i
Nc1c(C(=O)OCC2CCCO2)c2nc3ccccc3nc2n1C1CCCCC1 (configuration not stated),-1,i,i,i,i,3,i,1,i,0,i
CN(C)c1cccc(C(=O)N/N=C/c2ccsc2)c1,2,i,i,i,i,-1,i,0,i,-5,i
Cc1ccc2nc(N3CCN(C(=O)CCCC(=O)O)CC3)nc(-c3ccccc3)c2c1,7,i,i,i,i,3,i,1,i,-9,i
O=C(NC1CCCC1)C1CCCN1S(=O)(=O)c1cccc2cccnc12 (configuration not stated),-1,i,i,i,i,-2,i,-3,i,-1,i
O=C(Nc1cc(Cl)ccc1N1CCOCC1)c1cnccn1,3,i,i,i,i,-1,i,-3,i,-4,i
CCN(CC)CCSc1nc2ccccc2n1Cc1ccccc1,3,-9.1*,i,i,i,x,i,-1,i,-13,i
CC(C)(C)NC(=O)CN(C(=O)C1CSC(=O)C1)c1ccc2c(c1)OCCO2 (configuration not stated),4,i,i,i,i,-5,i,0,i,-8,i
CC(=O)Nc1ccc(S(=O)(=O)Oc2ccc(/C=N/NC(=O)c3ccc(Cl)cc3)cc2)cc1,0,i,i,i,i,-2,i,-3,i,-11,i
CC(CC(=O)N(CCC1=CCCCC1)c1c(N)n(Cc2ccccc2)c(=O)[nH]c1=O)c1ccccc1 (configuration not stated),6,i,i,i,i,10,i,-1,i,-17,i
Cc1ccc(-c2cn(-c3ccccc3)c(SCC(N)=O)n2)cc1C,-8,i,i,i,i,3,i,-10,4.7*,-7,i
O=C(O)C1CSC(c2ccc3c(c2)OCO3)N1 (configuration not stated),0,i,i,i,i,9,i,4,i,-22,i
CC(Oc1cc2oc(=O)c3c(c2cc1Cl)CCC3)C(=O)NCc1ccccn1 (configuration not stated),2,i,i,i,i,2,i,-1,i,-10,i
S=c1[nH]nc(-c2ccc(Cl)cc2)n1Cc1ccccc1,-3,-8.9*,i,i,i,-2,i,1,i,0,i
Cn1c(SCC(=O)Nc2cc(C(C)(C)C)nn2-c2ccccc2)nc2ccccc21,2,i,i,i,i,1,i,-1,i,-8,i
CC(C)NC(=O)c1ccc(N(Cc2ccc(Cl)cc2)S(C)(=O)=O)cc1,-1,i,i,i,i,3,i,0,i,-9,i
CSC1=NCCN1S(=O)(=O)c1ccccc1,-2,i,i,i,i,-3,i,x,i,-5,i
CC(=O)N(Cc1ccccc1)c1ncc2c(n1)c(=O)c(C#N)c1ccccn12,-1,i,i,i,i,-6,i,0,i,-8,i
CC(CSc1nnnn1-c1ccccc1)Cn1c(N2CCCC2)nc2c1c(=O)[nH]c(=O)n2C (configuration not stated),-6,i,i,i,i,-2,i,5,i,-8,i
Cc1ccc(/C=N/NC(=O)c2ccccn2)s1,-2,i,i,i,i,-2,i,-3,i,-5,i
CC1CCCN(C(=O)c2ccc(NC(=O)CC3SC(N4CCCC4)=NC3=O)cc2)C1 (configuration not stated),-2,i,i,i,i,4,i,1,i,-5,i
C=CCOC(=O)Nc1snnc1C,2,i,i,i,i,7,i,x,i,-6,i
